LDHA block = LDHA (human) enzyme inhibition | 480,000 compounds, 0.15% hits | AID 1347041 | purified LDHA, NADH/diaphorase-resazurin fluorescence; stronger effect = lower value | P00338 | activity change, % (values are at about 110 or 230 µM); in the data active = activity change below about -30%;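 note: plate controls were DMSO wells for no effect and wells without enzyme for full effect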
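Human LDH5 (2 nM) was incubated with 0.06 mM NADH and 0.2 mM pyruvate for 5 min at room temperature in Tris pH 7.4. Remaining NADH was coupled through diaphorase/resazurin, and resorufin fluorescence was read at 0 and 20 min.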
* hit, by the source's call.

LDHA block | Structure
-1 | CCN(Cc1nc2cc(Cl)ccc2c(=O)[nH]1)C(=O)CNC(=O)c1ccc(C(C)(C)C)cc1
10 | CN(CCO)Cc1cc(=O)oc2cc3c(cc12)CCC3
-8 | C[C@H](c1ccccc1)N1C[C@H](COCc2ccccc2)Oc2cc(N3CCC[C@H]3C(N)=O)ccc2S1(=O)=O
1 | COc1ccc(-c2c(-c3ccc4ccccc4c3)[nH]c3c2c(=O)[nH]c(=O)n3C)cc1
-14 | O=C(O)C1CCN(c2nc(-c3ccc(Br)cc3)cs2)CC1
9 | CC(Sc1ccc2c(c1)OCCCO2)C(=O)O (centres undefined)
15 | COc1ccc(-c2cc(C(=O)NCC(O)CO)c3ccccc3n2)cc1 (centres undefined)
3 | COc1ccccc1C(=O)OC1=CN(C(C)C)S(=O)(=O)c2ccccc21
8 | O=C(NCCN1CCOCC1)c1cc(-c2ccc(Cl)cc2)nc2ccccc12
12 | O=C(CSc1n[nH]c(-c2ccncc2)n1)Nc1cccc(C(F)(F)F)c1
2 | CC(C)(C)c1ccc(/C=N/NC(=O)C23CC4CC(CC(C4)C2)C3)cc1
-5 | COc1ccc(-n2nnnc2C2(C)CCC(=O)N2Cc2ccccc2)cc1 (centres undefined)
-6 | N#Cc1nc(-c2ccc([N+](=O)[O-])cc2)oc1N1CCCC1
7 | COc1cc(/C=N/O)ccc1OCC(=O)Nc1ccccc1
2 | CC(Sc1ccc2c(c1)CCC2)C(=O)Nc1ccc(C(N)=O)cc1 (centres undefined)
0 | O=C(CSc1ccc(F)cc1)Nc1cc2c(cc1Cl)OCCCO2
7 | CCN(C(=O)c1cc2c(s1)-c1ccccc1SC2)c1cc(C)ccc1C
6 | Cc1cc2c(cc1C)CSC(c1c(O)ccc3cc(Br)ccc13)SC2
-1 | O=C(Nc1cccc(C(F)(F)F)c1)N1CCN(Cc2ccc(Cl)s2)CC1
7 | CCCCC1Cc2[nH][nH]c(=O)c2C(c2ccc(F)cc2)O1 (centres undefined)
-11 | COc1ccc(NC(=O)c2ncoc2-c2ccc(OC)c(OC)c2)cc1OC
12 | COc1ccc(-c2nc3c(=O)n(C)c(=O)[nH]c3n2C)cc1
22 | Cc1ccc2nc(C)cc(C(=O)NCc3ccco3)c2c1
-23 | O=C(COC(=O)CCC1CCCC1)Nc1ccc2c(c1)OCO2
-12 | COc1cccc(CNC(=O)C(C)n2nc(-c3ccccc3)c3ccccc32)c1OC (centres undefined)
41 | COc1ccc(NC(=O)c2ccccc2Cl)c2cccnc12
-1 | CC1CCCN(Cc2ccc(CNC(=O)N3CCC(C#N)CC3)cc2)C1 (centres undefined)
4 | Cc1cnc(NC(=O)c2csc(NC3CCCC3)n2)s1
0 | O=c1oc2ccc(Br)cc2cc1-c1csc(Nc2ccccc2)n1
-16 | COc1ccc(-c2nc3ccccc3o2)cc1NC(=O)c1ccc(Cl)cc1
1 | C=CCn1c(N2CCCC(C)C2)nc2c1c(=O)n(C)c(=O)n2C (centres undefined)
14 | CCCNc1nc2ccccc2nc1C(=O)Nc1ccccc1C
0 | CCOc1ccccc1OCc1nn2c(C(C)C)nnc2s1
-1 | O=C(c1cc2ccccc2oc1=O)N(Cc1ccccc1Cl)C1CCS(=O)(=O)C1 (centres undefined)
3 | CCCCCn1nc(C(=O)NCC(=O)Nc2cccc(C)c2C)c2ccccc2c1=O
0 | N#Cc1c(N2CCN(CC(=O)Nc3ccccc3)CC2)nc(-c2ccco2)c2c1CCC2
2 | COc1ccc2cc(C(=O)N(C)CC(=O)Nc3c(C)cc(C)cc3C)c(C)nc2c1
-7 | NC(=O)C1CCN(c2ncc(-c3ccc(Br)cc3)s2)CC1
5 | O=C(Nc1ccc2c(c1)CCC2)c1cc(F)c(F)cc1Cl
-1 | Cc1ccc(-c2cnc(SCC(=O)Nc3ccc(F)c(C)c3)o2)cc1C
0 | O=C(CN1CCN(c2ccc(C(F)(F)F)cn2)CC1)NC1CCCCC1
3 | CCCCc1cc(=O)oc2cc(OC(C)C(=O)O)ccc12 (centres undefined)
16 | N#Cc1c(NC(=O)CNc2ccccc2C(=O)NCC(F)(F)F)sc2c1CCCCC2
-3 | COc1cccc(CNC(=O)C2CCN(C(=O)N3CC(C)Oc4ccc(C)cc43)CC2)c1 (centres undefined)
1 | COc1ccc(-c2nc(CSCC(=O)Nc3cccc(F)c3)co2)cc1
-5 | CCCNC(=O)c1cc2c(c(-c3cccc(-c4ccccc4F)c3)n1)[C@H](CCO)N(C(=O)CC1CC1)C2
2 | Clc1ccc(C=Nc2ccccc2Cc2ccccc2)cc1
1 | COc1ccc(C(C)NC(=O)CCc2ncc(-c3ccccc3)o2)cc1F (centres undefined)
1 | Clc1ccccc1N1CCN(Cc2nnc(-c3ccc(Br)s3)o2)CC1
2 | O=C(NCc1ccccc1)c1cc2cc(F)ccc2[nH]1
2 | CCc1ccc(OC(=O)c2ccccc2F)cc1
69 | Cc1ccc(C)c(-n2nnnc2SCC(=O)Nc2ccc3nccnc3c2)c1
-1 | O=C(CCc1nc(Cc2ccccc2)no1)N1CCSCC1
4 | COc1ccc2c(c1)cc(C(=O)Nc1ccc(F)cc1F)n2C
-16 | Cc1cc(=O)oc2cc(OCC(=O)NCC(C)(c3ccccc3)c3ccccc3)ccc12
3 | CC(=O)Nc1ccc(S(=O)(=O)N(C)CC(=O)Nc2ccc(-c3ccccc3)cc2)cc1

Continuation:
LDHA block | Structure
-11 | COc1cc(NC(=O)COc2coc(CN3CCSCC3)cc2=O)cc(OC)c1
-19 | O=C(/C=C/c1cc(Cl)cc(Cl)c1O)c1ccccc1
18 | CN(C)CCNC(=O)c1nc2c3c4c(sc3ncn2n1)CCCC4
5 | CCc1ccc(/C=N/N=C/c2ccc(CC)cc2)cc1
-3 | CNC(=O)NC(=O)CN(C)Cc1ccccc1C(F)(F)F
39 | N#CCCN1CCN(c2cc(C(=O)O)c3cc(NC(=O)C4CCCC4)ccc3n2)CC1
34 | CCCOc1ccc(NC(=O)CCC)c2cccnc12
-2 | O=C(O)c1ccc2c(c1)OCCOCCOCCO2

Entries listed so far with an NH in an aromatic ring, in the order listed:
LDHA block | Structure
-1 | CCN(Cc1nc2cc(Cl)ccc2c(=O)[nH]1)C(=O)CNC(=O)c1ccc(C(C)(C)C)cc1
1 | COc1ccc(-c2c(-c3ccc4ccccc4c3)[nH]c3c2c(=O)[nH]c(=O)n3C)cc1
12 | O=C(CSc1n[nH]c(-c2ccncc2)n1)Nc1cccc(C(F)(F)F)c1
7 | CCCCC1Cc2[nH][nH]c(=O)c2C(c2ccc(F)cc2)O1 (centres undefined)
12 | COc1ccc(-c2nc3c(=O)n(C)c(=O)[nH]c3n2C)cc1
2 | O=C(NCc1ccccc1)c1cc2cc(F)ccc2[nH]1

Next compounds follow.
LDHA block | Structure
8 | CCOC(=O)c1cnc2c(Cl)c(Cl)ccc2c1NCCO
-7 | Cc1oc(-c2ccccc2)nc1CS(=O)CC(=O)N1CCc2ccccc21 (centres undefined)
-1 | CC(NC(=O)C1CCN(C(=O)c2cccc3ccccc23)CC1)c1ccc(F)cc1F (centres undefined)
3 | CCN(Cc1cccs1)CC1CCCO1 (centres undefined)
3 | Fc1cccc(/C=C/c2nc3ccccc3o2)c1
2 | CCOc1ccc(-c2noc(-c3nnn(-c4cccc(C)c4C)c3N)n2)cc1
3 | CC(C(=O)NC1CC1)N1CCN(c2oc(-c3ccco3)nc2C#N)CC1 (centres undefined)
-5 | COC(=O)Cn1c(Nc2ccccc2)nc2c1c(=O)n(C)c(=O)n2C

Another view of part of the listing above:
Compound | LDHA block
CCN(Cc1cccs1)CC1CCCO1 (centres undefined) | 3
Fc1cccc(/C=C/c2nc3ccccc3o2)c1 | 3

(more compounds)
LDHA block | Structure
20 | Cc1ccc2nc(C)c(C(=O)N3CCCC3C3CCCC3)cc2c1 (centres undefined)
7 | Cn1c(=O)c2c(ncn2CC(=O)NCCCO)n(C)c1=O
7 | Cc1cccc(N2CCN(Cc3ncc(-c4ccc(Cl)cc4)o3)CC2)c1
1 | CSc1ccccc1NC(=O)CC(C)C
5 | COc1ccccc1CNC(=O)CSc1nc2[nH]ncc2c(=O)n1-c1ccccc1
5 | O=C(c1ccccc1Br)N(Cc1ccc2cc[nH]c2c1)C1CC1
0 | CC(C(=O)O)n1cnc2ccccc21 (centres undefined)
-6 | CCOC(=O)Cc1nnc(SC(C)C(=O)Nc2ccc(C)c(F)c2)n1C (centres undefined)
-6 | Cc1ccc(C(=O)NNC(=O)CNS(=O)(=O)/C=C/c2ccccc2)cc1
-6 | CN1CCN(S(=O)(=O)c2ccc(NC(=O)c3ccccc3Oc3ccccc3)cc2)CC1
-11 | Cc1ccc(NC(=O)CN2C(=O)N/C(=C\c3cccn3-c3ccc(P(=O)(O)O)cc3)C2=O)cc1
-2 | O=C(OCc1cccc2cccnc12)c1ccccn1
-2 | CCOC(=O)C1=C(C(F)(F)F)Nc2ncnn2C1c1ccc(F)cc1 (centres undefined)
0 | COc1ccc(Cl)cc1NC(=O)CSCc1cc(=O)c2cc(F)ccc2[nH]1
10 | CC(NC(=O)c1occc1-c1ccccc1)c1ccco1 (centres undefined)
7 | N#C/C(=C/c1ccc(OC(F)(F)C(F)C(F)(F)F)cc1)C(=O)NC1CC1 (centres undefined)

Arranged by SMILES length (highest first): four of the compounds above.
LDHA block | Structure
-11 | Cc1ccc(NC(=O)CN2C(=O)N/C(=C\c3cccn3-c3ccc(P(=O)(O)O)cc3)C2=O)cc1
7 | N#C/C(=C/c1ccc(OC(F)(F)C(F)C(F)(F)F)cc1)C(=O)NC1CC1 (centres undefined)
0 | COc1ccc(Cl)cc1NC(=O)CSCc1cc(=O)c2cc(F)ccc2[nH]1
10 | CC(NC(=O)c1occc1-c1ccccc1)c1ccco1 (centres undefined)

(continued)
LDHA block | Structure
6 | Cc1ccc(Nc2nc(-c3ccc([N+](=O)[O-])cc3)nc3ccccc23)cc1
-1 | Cn1ccnc1C(NC(=O)Cc1n[nH]c(=O)c2ccccc12)c1cccc(F)c1 (centres undefined)
10 | Cc1ccc(-c2cccc(N)c2)cc1
-9 | CCCc1cc(NCc2ccccn2)n2ncc(-c3ccccc3)c2n1
8 | CCCNc1ncnc2onc(-c3ccc(Cl)cc3)c12
-6 | O=S(=O)(Cc1ccc(F)cc1)N1CCc2ccccc21
0 | O=C(c1ccc(C(F)(F)F)cc1)N1CCC(=O)N([C@H](COCc2ccccc2)Cc2ccccc2)CC1
-12 | CC(C)C(Br)C(=O)Nc1ccccc1F (centres undefined)
0 | COc1ccc2oc(C(=O)N3CCC(C(=O)Nc4ccc5c(c4)OCO5)CC3)c(C)c2c1
-1 | Cc1sc(-c2cccc(O)c2)nc1-c1ccccc1
17 | COc1ccc(C)cc1CN(C)Cc1ccc(C#N)cc1
3 | Cc1ccc(S(=O)(=O)NCc2nc(-c3ccccc3)oc2C)cc1
3 | O=C(Cn1nc(-c2cccs2)c2ccccc2c1=O)NC1CCCC1
2 | CCOC(=O)c1c(C)oc2ncn(Cc3nc(-c4cccnc4)no3)c(=O)c12
13 | O=C(NCc1ccc2c(c1)OCO2)c1n[nH]nc1Nc1ccc(Cl)cc1
4 | CSc1ccc(Cl)c(C(=O)Nc2cc(C)cc(C)c2)c1
7 | Cc1ccc(CN(C)CC(=O)NC(C)c2ccc(C)c(C)c2)o1 (centres undefined)
3 | Nc1ccc([N+](=O)[O-])c2ncccc12
4 | O=C(NC1CCCCCCC1)c1ccc2ncsc2c1
3 | O=C(NCCN1CCC(n2c(=O)[nH]c3ccccc32)CC1)C(c1ccccc1)c1ccccc1
5 | CC1=C(C(=O)OC(C)C)C(c2ccc(C(C)(C)C)cc2)N2C(=O)CCSC2=N1 (centres undefined)
-20 | Cc1cccc(C)c1NC(=O)C1(NC=O)CCCCC1
14 | C=CCOc1ccccc1C1C2=C(CC(C)(C)CC2=O)OC2=C1C(=O)CC(C)(C)C2
4 | CCCOc1ccccc1NC(=O)Cc1nn(C)c(=O)c2ccccc12
8 | O=C(CSc1nc2cc(Cl)ccc2s1)NCCc1ccc(F)cc1
2 | C/C(=N\NC(=O)C(c1ccccc1)c1ccccc1)c1cccs1
4 | O=C(Oc1ccc2ccccc2c1)C1(c2ccccc2)CC1
-21 | CCOC(=O)N1CCN(Cc2nc3c([nH]2)c(=O)n(C)c(=O)n3C)CC1
9 | CCOC(=O)C1(C)C=C(Nc2ccc(CC)cc2)C(=O)N1c1ccc(CC)cc1 (centres undefined)
1 | CC(C)c1ccc(NC(=O)c2ccc3c(Cl)c4c(nc3c2)CCCC4)cc1
-3 | Cc1ccc(-c2cc(-c3ccccc3)c(C#N)c(SCS(=O)Cc3ccccc3)n2)cc1 (centres undefined)
8 | Cc1cc(C(=O)OCCOc2ccccc2C)c2ccccc2n1
1 | N#Cc1ccccc1CNc1ccc(Br)cc1F
-5 | COCCCNC(=O)CSc1ccccc1C
5 | O=C(COc1ncnc2c1cnn2-c1ccccc1)NC1CCS(=O)(=O)C1 (centres undefined)
3 | O=C(CCC1CCCCC1)Nc1ccc2ccccc2c1
2 | Cc1ccc(-c2nnc(SCc3cccc(S(=O)(=O)N4CCOCC4)c3)n2N)cc1
2 | N#Cc1ccccc1CNc1ccccc1Cl
8 | c1ccc(-c2cnc(CSc3nnc(-c4ccccc4)o3)o2)cc1
-6 | CCN1CCN(Cc2ccc(CNC(=O)C(C)NC(=O)c3ccco3)cc2)CC1 (centres undefined)

Rewritten as labelled records: part of the list above
> COCCCNC(=O)CSc1ccccc1C
- LDHA block: -5
> O=C(COc1ncnc2c1cnn2-c1ccccc1)NC1CCS(=O)(=O)C1 (centres undefined)
- LDHA block: 5
> O=C(CCC1CCCCC1)Nc1ccc2ccccc2c1
- LDHA block: 3
> Cc1ccc(-c2nnc(SCc3cccc(S(=O)(=O)N4CCOCC4)c3)n2N)cc1
- LDHA block: 2

Additional structures.
LDHA block | Structure
12 | COc1ccccc1OCCn1cnc2c1c(=O)n(C)c(=O)n2C
8 | O=C(c1ccccc1)N(Cc1ccc2cc[nH]c2c1)C1CC1
12 | Cc1ccc(-c2cc(C(=O)NC(C)C)c3ccccc3n2)c(C)c1
14 | CCC(C(=O)Nc1ccc(C(F)(F)F)cc1)n1cnc2ccccc2c1=O (centres undefined)
3 | CC(OC(=O)c1ccc(CCNS(C)(=O)=O)cc1)C(=O)N1CCOCC1 (centres undefined)
2 | CC(SC(C)c1c(F)cccc1F)C(=O)NC(N)=O (centres undefined)

Screening data as filed in PubChem BioAssay.

An excerpt; rates above refer to the full screens.
